Nrf2 ARE act = Nrf2 pathway activation; AREc32 ARE-luciferase reporter (MCF7-derived line), luminescence, 24 h; Potency, µM (highest dose often 46.1 µM), without a hit: top-dose activation, hits mostly activators; 0.31% of 410,000 active; further: potency means the concentration at half of the fitted maximal effect; % of control where 0% means no effect; nearly all actives have a fitted effect of over 65% in size
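Cells of the AREc32 ARE-luciferase line are plated in OPTI-MEM containing 5% FBS and left overnight at 37 deg C. Compounds are pinned in, incubation continues 24 hr, and firefly luciferase signal is then measured.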
ATXN viability = cell viability loss in ATXN counter-screen. S2 cells (HEK-293 line with an ATXN2-luciferase reporter) viability, CellTiter-Fluor protease fluorescence, 24 h. Potency, µM (series often up to 56.7 µM), actives largely listed as cytotoxic. 0.49% of 400,000 active. AID 651635; further: potency means the concentration at half of the fitted maximal effect; nearly all actives have a fitted effect of over 40% in size
HepG2 viability = counter-screen for TGF-b inhibitors: cytotoxicity in HepG2 cells; 0.76% of 410,000 active; AID 588856; Potency, µM (titrated, usually from 46.1 µM), for inactives: at the top dose activity change, negative = cytotoxicity, most hits filed as cytotoxic; HepG2 CAGA-GFP viability, ATP luminescence, 18 h; further: potency means the concentration at half of the fitted maximal effect; some results filed as inactive show a strong effect at the top dose
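CellTiter-Glo luminescence gave cytotoxicity after 18 hours at 37 degrees C. The cells were HepG2 CAGA-GFP in 1% FBS DMEM, stimulated with 500 pg/mL TGF-beta after compound addition. %Activity was normalised to no-cell wells (complete cell-killing) and DMSO (no toxicity), and curves were fitted and classified.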
Nrf2 block = blocks Nrf2 signaling | A549 ARE-Fluc reporter, luciferase luminescence, 18-24 h | 2.1% of 360,000 active | Potency, µM (highest dose often 46 µM), for inactives: at the highest dose activity change, negative = inhibition, most hits filed as inhibitors; further: potency means the concentration at half of the fitted maximal effect; on the % scale 0 is the no-effect control and ±100 the full control effect; nearly all actives have a fitted effect of over 60% in size
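Nrf2 activity is the BugLite luminescence, read 15 min after reagent at room temperature, following CellTiter-Fluor cytotoxicity readout (30 min, 37C). Compound titrations were applied for 18-24 h to 5000 A549 ARE_Fluc cells/well in 5% FBS OPTI-MEM.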
Mm-Cpn inhibitor = inhibitors of Methanococcus maripaludis chaperonin (MmCpn); Potency, µM (doses to about 76.9 µM), for the others: at the highest dose activity, negative = inhibition, hits mostly inhibitors; AID 504842; purified Mm-Cpn ATPase, ADP Transcreener TR-FRET; 0.031% of 330,000 active; further: potency means the concentration at half of the fitted maximal effect; on the % scale 0 is the no-effect control and ±100 the full control effect; nearly all actives have a fitted effect of over 80% in size
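Purified archaeal chaperonin (25 nM final) was preincubated with compound for 10 min at 37°C, then ATP (10 uM final) was added for 30 min at 37°C in Tris pH 7.4/KCl/MgCl2/DTT buffer. ADP was quantified by HTRF Transcreener TR-FRET.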
A549 viability = A549 cytotoxicity, counter-screen for Nrf2 inhibitors | Potency, µM (highest dose often 46 µM), for the others: at the top dose activity change, negative = cytotoxicity, hits mostly inhibitors | 0.16% of 390,000 active | A549 ARE-Fluc cells, CellTiter-Fluor viability, 18-24 h; further: potency means the concentration at half of the fitted maximal effect; on the % scale 0 is the no-effect control and ±100 the full control effect
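Cytotoxicity counterscreen: CellTiter-Fluor fluorescence was measured in A549 ARE_Fluc cells after 18-24 h of compound exposure in a concentration series. The subsequent BugLite luminescent read reports ARE-luciferase activity.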
pAkt inh = blocks phosphorylation of Akt; AID 651550; Neuro2A IGF-stimulated pAkt S473 HTRF, 20 min; active compounds read low; activity change, % for hits at 50 µM; 0.32% of 360,000 active; in the data active means activity change below about -80%; inconclusive means mostly about -51% to -80%; further: on the % scale 0 is the no-effect control and ±100 the full control effect
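Neuro2A cells (4,500/well, DMEM with 0.5% FBS) were treated with compound at a single 50 µM final concentration, stimulated with 6 nM IGF for 20 min at 37 °C, and lysed. Phospho-Akt Ser473 was read by HTRF as 665/615 ratio ×10^4.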
CCT chaperon mod = cytosolic chaperonin activity modulation | purified chaperonin ATPase assay, HTRF ADP detection, 30 min | activity change, % (no concentration beside the values), hits read low | 0.3% of 360,000 active | AID 651819; in the data active means activity change below about -30%; further: on the % scale 0 is the no-effect control and ±100 the full control effect
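Nucleotide hydrolysis assay: TRiC at 20–40 nM final (set by batch activity) with 10 uM ATP, 30 min at 37 °C, in presence of 76 uM compound. Detection by competitive ADP HTRF, 30 min ambient.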
TGFb inhibitor = inhibitors of TGF-b signaling | 1.2% of 410,000 active | Potency, µM (doses to about 46.1 µM), without a hit: top-dose activity, negative = inhibition, actives largely listed as inhibitors | HepG2 CAGA-GFP TGF-b/SMAD3 reporter, GFP fluorescence, 18 h; TGF-beta stimulated, 500 pg/mL final; further: potency means the concentration at half of the fitted maximal effect; on the % scale 0 is the no-effect control and ±100 the full control effect; nearly all actives have a fitted effect of over 65% in size
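Inhibition was scored as loss of TGF-beta-induced (500 pg/mL final, 18 hours, 37 degrees C) GFP in HEPG2 cells carrying a CAGA-GFP reporter, in DMEM with 1% FBS. Well GFP was summed per cell; Activity was normalised to unstimulated and stimulated DMSO wells, then concentration-response fitting.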
An asterisk follows results filed as active; i = inactive; ? = inconclusive; nt = not tested or not shown. Unless noted, the call rests on the fitted dose curve; in most records, active means well fitted curve in the direction sought with a large enough effect; inconclusive means small, poorly fitted or top-dose-only effect, or another doubt; inactive means no such curve, though single readings can be large; an effect the other way counts as inactive or inconclusive.

SMILES	Nrf2 ARE act	ATXN viability	HepG2 viability	Nrf2 block	Mm-Cpn inhibitor	A549 viability	pAkt inh	CCT chaperon mod	TGFb inhibitor
CCC(C)NC(=O)c1ccccc1NC(=O)C1CCN(S(=O)(=O)Cc2ccccc2)CC1 (stereo unspecified)	0.5%	i	-14%	-22%	nt	2%	nt	nt	-1%
Cc1cc([N+](=O)[O-])nn1CC(=O)N/N=C/c1ccccc1F	0.4%	?	7%	-7%	3%	-2%	i	-2.6	28%
CCCCN=C1NC(=O)C(CC(=O)NCCc2ccc(OC)cc2)S1 (stereo unspecified)	0.8%	?	5%	-1%	-10%	0%	i	2.8	12%
Cc1ccc(C(=O)CSc2nnc(-c3cccnc3)n2N)cc1	0.3%	i	-19%	nt	0%	-3%	nt	-0.2	-6%
CCCCCC(=O)NC(=S)Nc1cccc(C(C)=O)c1	2.0%	i	-12%	?	1%	1%	i	0.6	1%
CC(C)c1ccc(NC(=S)NC2CC3C=CC2C3)cc1 (stereo unspecified)	1.0%	?	-49%	?	-1%	-6%	i	-0.6	-17%
CCOC(=O)CC(NC(=O)Cn1nnc(-c2ccc(C(F)(F)F)cc2)n1)c1ccc(C)cc1 (stereo unspecified)	-0.4%	i	-12%	-4%	nt	-1%	nt	nt	22%
Cc1ccc(OC(C)C(=O)Nc2ccccc2C(=O)N2CCN(C)CC2)cc1 (stereo unspecified)	-0.1%	i	-8%	-6%	-4%	2%	i	-1.0	1%
Cc1cc(-c2ccc(S(=O)(=O)N3CCN(C)CC3)s2)on1	-0.2%	i	-1%	12%	0%	1%	i	1.1	12%
COc1cc(C(C)=O)ccc1OCC(O)CN1CCN(c2ccccc2)CC1 (stereo unspecified)	2.7%	i	9%	-1%	-1%	1%	i	-8.1	0%
Cc1noc(C(=O)Nc2c(C)nn(Cc3ccccc3)c2C)c1Cl	-2.2%	i	0%	8%	0%	1%	i	0.8	?
CC(C)(C)c1ccc(C(=O)NNC(=O)c2ccc(Cl)cc2)cc1	2.6%	i	-3%	-12%	0%	0%	i	1.3	5%
Cn1c(CNc2ccccc2)nc2ccccc21	7.2%	i	-13%	?	0%	0%	i	0.7	5%
Cc1ccc(C)c(Nc2nc(-c3ccccc3)c3cc(Br)ccc3n2)c1	-0.5%	i	-17%	-3%	nt	2%	nt	nt	0%
COCCCNC(=S)NCCCNc1nc2cc3c(cc2cc1C#N)OCO3	-0.5%	i	0%	5%	1%	?	i	-1.7	-26%
CSCCC(C(=O)Nc1c(C)cccc1C)N1CCN(C/C=C/c2ccccc2)CC1 (stereo unspecified)	-0.3%	?	2%	nt	nt	nt	i	-1.1	?
CCOc1ccc(NC(=O)CC2S/C(=N/N=C3CCCCCC3)NC2=O)cc1 (stereo unspecified)	2.2%	i	-21%	0%	0%	0%	i	-1.7	-6%
O=C(CCCC(=O)NCc1ccc(F)cc1)NCc1ccc(F)cc1	-0.2%	i	-6%	1%	?	0%	i	0.4	-10%
COc1ccc(C(=O)CCN2CCCC(C)C2)cc1 (stereo unspecified)	?	i	1%	-2%	0%	-7%	i	2.1	-27%
Cc1cc(=O)n(C)c(=O)n1CC(=O)N1CCCCCC1	0.1%	i	-2%	8%	1%	1%	i	-2.7	16%
CCCCOc1ccc(NC(=O)C2OC3OC(C)(C)OC3C3OC(C)(C)OC23)cc1 (stereo unspecified)	-0.6%	i	6%	-6%	1%	3%	i	-1.5	5%
Cc1nc(-c2ccccc2)sc1-c1nc(-c2ccccc2)ncc1S(=O)(=O)c1ccccc1	0.0%	i	-34%	?	2%	-16%	i	-0.2	0%
CC(C)c1cc(N=O)cc(C(C)C)c1O	2.9%	i	-68%	16%	nt	-4%	i	-0.2	0%
CCOC(=O)c1c(C)c(C(=O)O)n(C)c1C	-0.4%	i	10%	-21%	1%	8%	i	1.5	10%
Cc1cccc(OC(=O)n2c(=S)oc3cc(Cl)ccc32)c1	3.2%	i	1%	13%	0%	-1%	i	1.0	-13%
C[C@H](CO)N1C[C@H](C)[C@@H](CN(C)C(=O)Nc2ccccc2)Oc2c(NC(=O)NC3CCCCC3)cccc2C1=O	-0.8%	i	-1%	-8%	0%	-5%	i	1.6	-21%
CC(=O)Nc1nc(-c2cc([N+](=O)[O-])cs2)cs1	0.1%	i	33%	-11%	-4%	1%	i	-0.1	5%
c1ccc2c(c1)nnn2Cn1nnc2ccccc21	0.6%	i	-1%	nt	nt	nt	i	0.9	0%
N#Cc1ccccc1NC(=O)CNc1cc(S(=O)(=O)N2CCOCC2)ccc1NCC1CCCO1 (stereo unspecified)	0.1%	i	-17%	13%	-4%	0%	i	0.2	13%
COc1cccc(OC)c1NC(=O)C1CCCN1C(=O)Nc1cccc(Cl)c1 (stereo unspecified)	-0.2%	i	-4%	-1%	2%	-2%	i	-0.3	-8%
Cc1ccc(C(=O)COC(=O)c2cn(-c3ccccc3)nc2-c2ccccc2)cc1[N+](=O)[O-]	0.3%	i	9%	-18%	0%	-11%	i	-0.7	12%
COc1ccc(CNC(=O)C2CC(c3ccc(OC)cc3)=NO2)cc1 (stereo unspecified)	0.3%	i	2%	7%	-10%	-2%	i	-2.4	26%
CCCn1c(SCC(=O)Nc2ccc(OC)cc2)nnc1-c1ccncc1	0.0%	i	22%	-13%	-1%	-2%	i	0.1	-13%
COc1ccc(-c2noc(CSc3nnc(Cc4ccccc4)n3-c3ccccc3)n2)cc1OC	3.8%	?	-50%	?	nt	-19%	nt	nt	?
Cc1cc(Br)ccc1NC(=S)NCCc1ccccc1	-2.8%	i	-42%	0%	3%	9%	i	1.2	-21%
C=CCNC(=O)N1CCCC(C(=O)c2cccc(Cl)c2)C1 (stereo unspecified)	-0.5%	?	1%	19%	3%	1%	i	-3.4	0%
C[C@@H]1CCCCO[C@H](CN(C)Cc2ccc3c(c2)OCO3)[C@H](C)CN([C@@H](C)CO)C(=O)c2cc(NC(=O)c3ccccc3)ccc2O1	-0.6%	i	-68%	nt	nt	nt	i	-3.3	?
CCOCCCNC(=O)c1ccc2c(c1)ncn2-c1cccc(C)c1	-0.6%	?	1%	-3%	0%	5%	i	-1.2	0%
CC(Cc1cccs1)NC(=O)Nc1ccccc1 (stereo unspecified)	2.4%	i	-10%	2%	0%	-1%	nt	-0.9	-14%
COc1ccc(CCNC(=O)CCn2c(SCC#N)nc3ccccc3c2=O)cc1OC	-0.1%	nt	0%	-23%	0%	-9%	nt	-0.6	-2%
CCCCCc1cc(=O)oc2c(C(CCN3CCCCC3)c3cc(OC)c(OC)c(OC)c3)c(OC)cc(OC)c12 (stereo unspecified)	-4.8%	20µM*	13µM*	6%	3%	-20%	i	0.7	16µM*
Cc1cccc(-c2nc3c(c(SCC(N)=O)n2)CCCC3)c1	-1.3%	i	7%	?	-1%	-17%	i	-4.2	15%
CCOC(=O)NN1C(=O)c2ccccc2NC1c1ccc(OC)cc1OC (stereo unspecified)	-0.3%	i	-27%	3%	1%	2%	i	-0.5	-1%
COc1ccc(NC(=O)C2CCN(S(=O)(=O)c3c(C)noc3/C=C/c3cccs3)CC2)cc1Cl	0.9%	nt	4%	-21%	nt	-7%	nt	nt	-2%
CC(C)NC(=O)Cn1c(SCC(=O)NC2CCCC2)nc2ccccc21	0.2%	i	-2%	7%	2%	-6%	i	-2.2	-15%
Cc1ccc(C(C(=O)NC(C)(C)C)N(Cc2ccco2)C(=O)Cn2nnc(-c3cccs3)n2)cc1 (stereo unspecified)	-0.1%	i	-28%	5%	-1%	2%	i	1.2	0%
COc1ccc(CCNC(=O)Cn2ncc3c(C)n(Cc4ccccc4F)c(C)c3c2=O)cc1OC	-0.9%	nt	4%	28%	nt	2%	nt	nt	15%
C=CCn1c2ccccc2c2n[nH]c(=S)nc21	0.6%	i	-35%	-9%	1%	4%	i	-1.8	3%

Five entries from above, set out differently:
structure,Nrf2 ARE act,ATXN viability,HepG2 viability,Nrf2 block,Mm-Cpn inhibitor,A549 viability,pAkt inh,CCT chaperon mod,TGFb inhibitor
COc1ccc(NC(=O)C2CCN(S(=O)(=O)c3c(C)noc3/C=C/c3cccs3)CC2)cc1Cl,0.9%,nt,4%,-21%,nt,-7%,nt,nt,-2%
CC(C)NC(=O)Cn1c(SCC(=O)NC2CCCC2)nc2ccccc21,0.2%,i,-2%,7%,2%,-6%,i,-2.2,-15%
Cc1ccc(C(C(=O)NC(C)(C)C)N(Cc2ccco2)C(=O)Cn2nnc(-c3cccs3)n2)cc1 (stereo unspecified),-0.1%,i,-28%,5%,-1%,2%,i,1.2,0%
COc1ccc(CCNC(=O)Cn2ncc3c(C)n(Cc4ccccc4F)c(C)c3c2=O)cc1OC,-0.9%,nt,4%,28%,nt,2%,nt,nt,15%
C=CCn1c2ccccc2c2n[nH]c(=S)nc21,0.6%,i,-35%,-9%,1%,4%,i,-1.8,3%

Other compounds:
SMILES	Nrf2 ARE act	ATXN viability	HepG2 viability	Nrf2 block	Mm-Cpn inhibitor	A549 viability	pAkt inh	CCT chaperon mod	TGFb inhibitor
COc1ccc(Nc2cc(C(=O)NCCCN3CCOCC3)c3ccccc3n2)cc1OC	0.5%	i	-24%	2%	1%	-4%	i	0.2	-16%
COc1ccc2nc3n(c(=O)c2c1)-c1cc2ccccc2cc1C(=O)NC3Cc1ccccc1 (stereo unspecified)	-2.3%	?	-9%	nt	nt	nt	i	0.6	1%
CCCCCn1c(-c2ccco2)nc2nc3ccccc3nc21	?	i	2%	8%	-1%	-4%	nt	-1.7	4%
O=C(COC(=O)c1ccc(O)cc1O)NC1CC1	-0.3%	i	4%	4%	-2%	0%	i	3.1	0%
COc1ccc2nc3c(c(-c4ccccc4)c2c1)CCC3	-0.7%	i	-25%	19%	0%	2%	i	-19	-7%

Random draw from the library; overall some 4.4% were active at least once.
